14-3-3 Bad PPI: disrupts binding of bovine 14-3-3 zeta to phospho-Bad peptide | P63103 | TR-FRET 14-3-3zeta/Dy647-pBad peptide displacement, 1 h | inhibition, % at 21.7 µM | 220,000 compounds, 0.71% hits;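 active = inhibition above about 70%, limit read from the data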;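 also: 0% = full 14-3-3 plus peptide FRET controls and 100% = background without 14-3-3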
Target sequence (P63103 whole entry, looked up): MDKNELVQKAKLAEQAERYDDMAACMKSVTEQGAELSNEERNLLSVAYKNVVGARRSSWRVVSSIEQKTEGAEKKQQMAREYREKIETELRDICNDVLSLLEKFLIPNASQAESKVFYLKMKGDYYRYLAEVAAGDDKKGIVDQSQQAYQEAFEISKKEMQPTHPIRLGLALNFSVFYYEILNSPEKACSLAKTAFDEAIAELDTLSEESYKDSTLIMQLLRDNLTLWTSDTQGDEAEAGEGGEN
PGE2 EP2 inh: EP2 receptor (human) inhibition; P43116; C6 glioma cells expressing human EP2, cAMP TR-FRET; cells stimulated with saturating PGE2; inhibition, % at 25 µM; 260,000 compounds, 0.52% hits; AID 1422;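 active = percent inhibition above 40 after rounding to a whole number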;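 also: rat C6 glioma host cells with rolipram phosphodiesterase inhibitor present; the protocol text gives 20 µM as final concentration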
Tb hexokinase: blocks Trypanosoma brucei hexokinase 1 activity; recombinant TbHK1, G6PDH-coupled NADH A340; inhibition, % at 10 µM; 220,000 compounds, 0.11% hits; AID 1430;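 active = inhibition of 50% or more in the single-dose primary screen; inactive = inhibition below 50%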
zVAD death inh: L929 zVAD cell death inhibition; L929 zVAD necroptosis rescue, ATP luminescence, 24 h; with zVAD 60 µM; viability rescue, % at 10 µM; 220,000 compounds, 0.38% hits; AID 1377;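 active = activation, scaled between plate controls, above about 75%, limit read from the data; inactive = activation under that limit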;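 also: 0% = zVAD with DMSO and 100% = DMSO alone without zVAD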
Rad51 HR inh: blocks human Rad51 in homologous recombination. hRad51 DNA strand exchange, fluorescence dequenching. AID 1385. 200,000 compounds, 0.085% hits. Q06609. inhibition, % at 10 µM;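 active = inhibition above 40% at the single screening dose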;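 also: 0% = DMSO control wells and 100% = blanks with heterologous ssDNA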
Target sequence (Q06609 whole entry, looked up): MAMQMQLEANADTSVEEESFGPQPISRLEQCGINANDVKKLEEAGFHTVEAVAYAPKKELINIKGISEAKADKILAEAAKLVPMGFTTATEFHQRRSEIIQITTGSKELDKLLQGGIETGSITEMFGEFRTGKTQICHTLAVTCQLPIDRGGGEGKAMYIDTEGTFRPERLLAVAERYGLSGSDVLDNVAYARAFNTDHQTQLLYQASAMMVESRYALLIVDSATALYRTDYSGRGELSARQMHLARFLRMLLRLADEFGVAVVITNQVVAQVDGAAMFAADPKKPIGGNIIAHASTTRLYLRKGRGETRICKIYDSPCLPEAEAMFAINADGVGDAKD
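Material: hRad51 filaments on single-stranded DNA; Reagent: Donor/quencher-labelled 47-bp dsDNA substrate; Compound: 10 µM final, single point; Schedule: 37 °C 15-min filament assembly, 30-min compound preincubation, 15-min exchange; Technique: FRET fluorescence, excitation 485 nm, emission 520 nm; Benchmarks: control wells and blank wells on each plate.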
m-calpain inh: inhibitors of pig calpain II | inhibition, % at 16 µM | 220,000 compounds, 0.37% hits | purified calpain II, fluorogenic peptide substrate, 30 min;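 active = inhibition above about 50%, limit read from the data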
EP2 modulator: modulates human prostaglandin E2 receptor EP2 signaling. induction, % at 25 µM. P43116. 260,000 compounds, 0.83% hits. EP2-expressing cells, cAMP HTRF FRET, PGE2 co-stimulation;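 active = compounds whose cAMP rise, as percent of the full-agonist control response, exceeds 60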;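 also: rat C6 glioma line stably carrying human EP2 under a CMV promoter; the protocol text gives 20 µM as final concentration; 100% = response of wells given 1 µM PGE2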
eIF4E 4G PPI: blocks eIF4E binding to eIF4G; TR-FRET eIF4E-eIF4GI(517-606) binding, 2 h; inhibition, % at 21.7 µM; 220,000 compounds, 0.37% hits;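 active = inhibition above about 30%, limit read from the data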;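 also: 0% = full FRET control wells and 100% = background wells lacking eIF4GI fragment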
Hck-Nef inh: inhibitors of human Hck kinase activated by Nef. P08631. Recombinant Hck-YEEI plus Nef, Z-Lyte FRET kinase assay. inhibition, % at 20 µM. 220,000 compounds, 0.68% hits. AID 463187;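 active = Hck-Nef kinase inhibition above about 50%, limit read from the data; inactive = inhibition below that limit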;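 also: 0% = DMSO with Hck plus Nef and 100% = Hck alone without Nef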
Numbers without * were called inactive; / = not tested or not shown; & = joins results of further samples; [ ] = remark or other dose.

smiles	14-3-3 Bad PPI	PGE2 EP2 inh	Tb hexokinase	zVAD death inh	Rad51 HR inh	m-calpain inh	EP2 modulator	eIF4E 4G PPI	Hck-Nef inh
Cc1ccc(C(=O)Cn2cncn2)cc1	3	7	-10	-0.3	-7	-6	20	3	15
Nc1nnc(N)c2ccccc12	5	7	-14	3.0	-16	-222	21	6	17
O=C(Nc1cc2cc([N+](=O)[O-])ccc2oc1=O)c1cccs1	-8	8	-12	-0.2	15	-24	-33	-4	20
COc1ccc(CCNC(=O)CN2CCN(c3ccccc3Cl)CC2)cc1	-7[fluorescence artefact?]	9	2	-0.2	5	-9	14	-3[fluorescence artefact?]	-18
CC(=O)c1c(C)[nH]c(C(=O)OCC(=O)Nc2ccc(C)cc2[N+](=O)[O-])c1C	9	9	-5	1.2	-1	23	-14	5	3
CCN(CC)C(=O)C1=C(C)NC(=S)NC1c1ccc(C)s1 (stereo not given)	-13	4	4	1.1	-4	20	25	0	29
Cc1cc(C)c(S(=O)(=O)c2ccccc2C)c(Oc2ccccc2)n1	0	14	13	-0.5	14	7	33	12	-1
COc1ccc(C(=O)O/N=C(\N)c2ccncc2)cc1OC	6	10	3	-0.3	/	10	5	-4[fluorescence artefact?]	-2

A portion from the list above, as a working copy:
smiles	14-3-3 Bad PPI	PGE2 EP2 inh	Tb hexokinase	zVAD death inh	Rad51 HR inh	m-calpain inh	EP2 modulator	eIF4E 4G PPI	Hck-Nef inh
CCN(CC)C(=O)C1=C(C)NC(=S)NC1c1ccc(C)s1 (stereo not given)	-13	4	4	1.1	-4	20	25	0	29
Cc1cc(C)c(S(=O)(=O)c2ccccc2C)c(Oc2ccccc2)n1	0	14	13	-0.5	14	7	33	12	-1
COc1ccc(C(=O)O/N=C(\N)c2ccncc2)cc1OC	6	10	3	-0.3	/	10	5	-4[fluorescence artefact?]	-2

(cont.)
smiles	14-3-3 Bad PPI	PGE2 EP2 inh	Tb hexokinase	zVAD death inh	Rad51 HR inh	m-calpain inh	EP2 modulator	eIF4E 4G PPI	Hck-Nef inh
CC(=O)N(C)c1ccc(OCC(O)CN(Cc2ccco2)S(=O)(=O)c2ccc(C)cc2)cc1 (stereo not given)	-4	10	-7	0.1	-8	2	-12	0[fluorescence artefact?]	3
Cc1ccc(C(=O)NCC(=O)NCC(=O)OCc2ccc(Oc3ccc([N+](=O)[O-])cc3)cc2)cc1	/	4	2	0.0	2	/	/	/	0
CCOC(=O)c1ccc(Oc2nc(N(C)C)nc(N3CCOCC3)n2)cc1	-11	4	1	2.6	-4	3	48	-1	20
O=C(COC(=O)CCc1nc2ccccc2c(=O)[nH]1)Nc1ccccc1Cl	4	4	0	0.2	-5	-3	13	-4	23
CCOC(=O)c1ccc(N2Cc3ccccc3C2=NC(=O)c2ccncc2)cc1	-11	9	-8	0.0	8	-39	-4	1	1
COc1ccccc1Nc1nc2ccccc2n2cnnc12	8	9	-31	-0.2	-17	-13	-10	8	17
CC1CCC(C(C)C)C(OC(=O)CSc2nccc(=O)[nH]2)C1 (stereo not given)	8	3	-1	0.3	-3	-2	32	-9[fluorescence artefact?]	-2
N#C/C(=C(/O)CN1CCN(c2ccccc2F)CC1)c1nc(-c2ccc(Cl)cc2)cs1	17	2	-12	1.7	1	6	-37	-5	2
O=C(COc1ccccc1Br)N1CCN(c2ccccc2)CC1	4	9	-5	0.0	-2	15	-1	-1	9
Cc1sc2nc(C(C)C)nc(SCC(=O)N3CCN(C(=O)c4ccco4)CC3)c2c1C	0	14	-12	0.1	0	-24	-25	7	0
C/C(=N\NS(=O)(=O)c1ccc(Cl)c([N+](=O)[O-])c1)c1cc2ccccc2o1	10	14	-30	-0.1	-2	-20	-11	1	3
COc1cc(NC(=O)Cn2c(=O)n(CC3CCCO3)c(=O)c3ccccc32)cc(OC)c1 (stereo not given)	5	6	-10	0.2	-3	-2	-5	-2	-4
CN(C)S(=O)(=O)c1ccc(-n2cccc2)cc1	-18	7	-6	6.5	-2	30	-34	-2	30
CC(C)N1CC(O)=C(c2nc3ccccc3[nH]2)C1=N	12	2	3	2.7	-1	23	-12	3	56*
CCOC(=O)Cn1c2ccc(F)cc2c2nc(C)sc21	-6	5	-7	2.7	2	-22	25	-1	25
Cc1ccc(-c2nc(CN3CCCCC3c3cccc(F)c3)c(C)o2)o1 (stereo not given)	-3	5	-6	0.6	-5	-87	38	2	21
CCOCCOC(=O)COC(=O)c1ccccc1NC(=O)c1ccccc1	1	8	-3	0.5	0	-1	4	3	4
Cc1c(NS(=O)(=O)c2ccc(NCC3CCCO3)c([N+](=O)[O-])c2)c(=O)n(-c2ccccc2)n1C (stereo not given)	-9	3	4	1.2	1	-29	20	-2	4
Cc1cc(C[n+]2ccccc2)c2nsnc2c1	3	9&4	-12	1.4	-4	-56	-26&-3	-2	-1
CC(C)=Cc1oc2ccc([N+](=O)[O-])cc2c1N1CCOCC1	-10	5	-1	1.6	7	-23	64*	2	19
CS(=O)(=O)N(CC(=O)NC1CCCCC1)Cc1ccc(F)cc1	2	4	-3	-0.7	/	-6	-4	4	7
Cc1cc(C)n(CC(=O)N/N=C/c2cccc([N+](=O)[O-])c2)n1	6	7	-1	1.3	5	-4	2	-3	4
Cc1ccc(S(=O)(=O)NC(=O)COc2ccccc2)cc1	6	6	-4	0.9	/	1	8	5	15
S=C(Nc1cccc(Cl)c1Cl)Nn1cnnc1	11	6	4	-0.1	1	-4	-3	1[fluorescence artefact?]	0
CC1CCN(C(=O)c2ccc(S(=O)(=O)N(C)C)cc2)C(C)C1 (stereo not given)	2	5	-4	0.1	-2	6	-15	9	-1
Cc1ccc(Cn2nnc3c(=O)n(CC(=O)NCc4ccc5c(c4)OCO5)cnc32)cc1	-2[fluorescence artefact?]	10	4	0.1	3	-20	23	3	12
O=C1OC(Cc2ccccn2)C(O)=C1C1=NCCCCN1 (stereo not given)	10	6	5	1.8	-2	8	0	3	8
CC1CCN(S(=O)C23CC4CC(CC(C4)C2)C3)CC1 (stereo not given)	7	2	4	0.6	1	56*	-24	1	10
CCOc1ccc(C(=O)N/N=C/c2cccc3cccnc23)cc1	-7[fluorescence artefact?]	30	-19	5.5	20	14	-57	3	0
O=C(Nc1ccc(F)cc1)c1ccc(-n2ccnc2)nc1	86*	7	2	0.2	-6	17	-7	8	0
O=C(CC1NCCNC1=O)Nc1ccc2c(c1)OCO2 (stereo not given)	6	6	1	0.2	0	-7	5	1	2
Cc1ccc(S(=O)(=O)NC2CCCCC2)c2nsnc12	-1	4	-10	/	/	13	4	5	7
FC(F)(F)c1ccccc1NC(=S)N1CCN(Cc2ccc3c(c2)OCO3)CC1	-3	13	-1	-0.4	-2	-6	-37	3	13
CCN(C(=O)c1cnc(OC)cc1C(F)(F)F)c1ccc(Cl)cc1Cl	3	14	-3	-0.2	-2	33	1	11	5
COc1ccccc1OCC(=O)N/N=C1/SCC(=O)N1Cc1ccccc1	-9	4	-5	0.1	1	-22	-7	0	-3
O=CN1CCN(C2CC(=O)N(c3ccc(Br)cc3)C2=O)CC1 (stereo not given)	6	18	-4	1.2	-5	7	8	3[fluorescence artefact?]	-11
CCOc1ccc(C(C)=O)cc1N1C(=O)C2C3C=CC(C3)C2C1=O (stereo not given)	0	4	-1	0.3	3	15	23	8[fluorescence artefact?]	0
O=C(O)c1nnn(-c2cccc(C(F)(F)F)c2)c1-c1ccccc1	-4	10	-8	0.1	-5	-9	3	0	5
Cc1ccc(S(=O)(=O)NCCC(=O)O)cc1	6	16	-12	0.2	3	-24	7	-6[fluorescence artefact?]	1
CN(c1ccccc1C(=O)N1CCOCC1)S(C)(=O)=O	-1[fluorescence artefact?]	13	-2	0.3	1	4	18	-4[fluorescence artefact?]	1
COc1ccc(NC(=O)CCCn2c(=O)c3sccc3n(Cc3ccccc3C)c2=O)cc1	1[fluorescence artefact?]	6	38	-0.3	8	-5	21	-9	6
CCOC(=O)Cc1csc(NC(=O)COc2ccc3ccccc3c2)n1	0	11&14	2	-0.1	1	-1	-42&-2	4	1
Cc1ccccc1C(=O)N1CCCN(C(=O)c2ccccc2C)CC1	1	5	-3	0.2	11	4	-4	-5	6
C/C(=N/NC(=O)c1cnccn1)c1cccs1	-2	4	-26	-0.1	5	7	-7	-2	1
O=C(O)C(Cc1ccccc1)N1C(=O)CCC1=O (stereo not given)	-4	-2	-8	1.7	1	-24	20	-1	-6
C=CCNc1nc(N)c([N+](=O)[O-])c(NCCO)n1	-2	11	-66	0.3	-1	-8	7	-3	16
O=C(O)Cc1ccc2[nH]c3ccc(CC(=O)O)cc3c2c1	-6	15	-14	0.2	8	-29	23	-2	0
COC(=O)c1ccccc1Sc1c(/C=N/OC(=O)c2ccccc2)c(C(F)(F)F)nn1C	13	0	-15	0.0	1	34	8	1	2
O=C(CN1CCN(Cc2ccccc2Cl)CC1)N/N=C/C=C/c1ccccc1[N+](=O)[O-]	-10[fluorescence artefact?]	4	-15	1.2	6	-7	-16	4	1
C#CCN(C)Cc1ccccc1	14	12&30	2	1.2	-66	21	33&-23	0	-9
Cc1ccc(COc2ccsc2-c2n[nH]c(=S)n2C)cc1	-1	4	1	-0.4	-4	-24	0	8	-1
CC(=O)c1sc(NC(=O)COc2ccc(C)c(C)c2)nc1C	-12[fluorescence artefact?]	11	0	0.1	7	-1	17	9	9
CCOc1cc(C2C(C#N)=C(N)Oc3n[nH]c(-c4ccccc4)c32)ccc1O (stereo not given)	-22	14	-1	0.4	0	-8	-2	4	7
Cc1cc2c(C)ccc(C)c2nc1SCC(=O)c1cccs1	13	4	7	-0.3	-4	51*	63*	1	0

An excerpt; rates above refer to the full screens.
